# Compound activity deposited in PubChem BioAssay by several laboratories.
# GSK3A inh = inhibitors of human GSK-3 alpha kinase; P49840; ADP-Glo luminescence, 60 min; inhibition, % at 10 µM; hit rate 0.1% among 320,000;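 in the data active = inhibition above about 50%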;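 also: GST-tagged GSK-3 alpha with peptide substrate and 25 µM ATP; 0% = DMSO neutral wells and 100% = GW8510 positive control wells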
# Target sequence (P49840 whole entry, looked up): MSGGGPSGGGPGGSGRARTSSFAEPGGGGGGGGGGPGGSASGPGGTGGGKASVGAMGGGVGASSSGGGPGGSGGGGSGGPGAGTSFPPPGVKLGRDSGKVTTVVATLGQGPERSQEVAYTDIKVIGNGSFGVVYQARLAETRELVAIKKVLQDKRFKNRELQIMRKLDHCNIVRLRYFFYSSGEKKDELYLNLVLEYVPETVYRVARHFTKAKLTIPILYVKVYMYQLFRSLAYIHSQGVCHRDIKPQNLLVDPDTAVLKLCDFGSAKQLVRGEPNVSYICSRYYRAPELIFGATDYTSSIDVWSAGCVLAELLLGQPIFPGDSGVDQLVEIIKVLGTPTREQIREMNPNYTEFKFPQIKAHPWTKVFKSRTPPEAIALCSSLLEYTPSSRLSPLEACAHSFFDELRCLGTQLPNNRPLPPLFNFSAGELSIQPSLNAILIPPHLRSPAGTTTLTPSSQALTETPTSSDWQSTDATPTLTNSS
# HSF1 inhib = HSF1 inhibition; NIH3T3-HGL HSE-luciferase, MG132-induced, luminescence 8 h; hits give low values; activity change, negative = inhibition, % at 7.5 µM (by protocol); hit rate 0.77% among 300,000; AID 2098;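 active = more than half of replicate wells show activity change below -50%, luminescence cut by over half; inconclusive = some wells, but at most half, below -50%; inactive = no replicate well below -50%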;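 also: luciferase reports HSF-1 transcriptional activity via heat shock element; 0% = median of DMSO wells and -100% = zero luminescence signal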
# HSF1 activator = increases HSF-1 driven luciferase reporter signal; NIH3T3-HGL HSF-1 luciferase reporter, MG132, 8 h; 100% = twice DMSO control signal; activation, % at 9 µM; hit rate 1.7% among 300,000; AID 504408;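 active = mean replicate activation of at least 50% with a set share of replicates each reaching 50%; inconclusive = only one of those two conditions met; inactive = mean below 50% and too few replicates reaching it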;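 also: 0% = median of the neutral control wells and 100% = twice that signal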
# aSyn 5UTR inh = 5' untranslated region of α-synuclein, MLPCN primary screen; alpha-synuclein 5'UTR reporter, inhibitor activity; inhibition, % (tested at 7.5 µM); hit rate 0.82% among 300,000; AID 1813; in the data active = inhibition above about 60%; inconclusive = no clear call, values can overlap the other calls;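 also: H4 neuroglioblastoma cells stably carrying SNCA 5'UTR luciferase fusion; 0% = DMSO wells and 100% = positive control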
# AI-2 QS mod = Vibrio harveyi AI-2 quorum sensing modulation | Vibrio harveyi JMH597 AI-2 luminescence/OD600 ratio, 9 h; hits give low values; strain lacks LuxN and CqsS sensors; 0 = neutral-control median | activity change, % at 7.5 µM | hit rate 0.4% among 300,000 | AID 2094; in the data active = activity change below about -75%, passing the limit was not always enough; inconclusive = no clear call, values can overlap the other calls;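 also: luminescence divided by OD600 gain over 9 h not by final OD600 alone; inactives centre near 13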
# HSP90 inh = blocks HSP90-mediated luciferase refolding in reticulocyte lysate. inhibition, % at 5.6 µM. AID 1789. hit rate 0.91% among 290,000. Rabbit reticulocyte lysate, luciferase refolding luminescence, 3 h;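 active = inhibition above the screen-wide mean plus 3 SD, computed separately per campaign, cut at about 16% in these data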;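 also: 0% = DMSO wells and 100% = 60 µM geldanamycin wells; inhibitors lower the luminescence because luciferase stays unfolded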
# HIF act = HIF pathway transcriptional activation; U2OS HRE-luciferase reporter, luminescence; normalized: DMSO 0%, desferrioxamine 100%; activation, % at 7.5 µM (by protocol); hit rate 0.32% among 300,000; AID 1910;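 active = mean activation of at least 10% of the iron chelator positive control signal, with at least half of replicates also reaching 10%; inconclusive = mean and replicate majority disagree about reaching 10%; inactive = mean and most replicates under 10%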
# GSK3beta inhib = blocks human GSK3beta kinase activity | P49841 | GST-GSK3beta kinase, ADP-Glo luminescence, 60 min; hits give low values | activity score (negative = inhibition), % at 10 µM | hit rate 0.038% among 300,000;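 active = more than half of replicate wells score below -50%, meaning over 50% inhibition versus plate controls; inconclusive = some replicates but at most half score below -50%; inactive = no replicate scores below -50%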;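 also: 0% = median DMSO wells and -100% = median GW8510 positive control wells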
# Target sequence (P49841 whole entry, looked up): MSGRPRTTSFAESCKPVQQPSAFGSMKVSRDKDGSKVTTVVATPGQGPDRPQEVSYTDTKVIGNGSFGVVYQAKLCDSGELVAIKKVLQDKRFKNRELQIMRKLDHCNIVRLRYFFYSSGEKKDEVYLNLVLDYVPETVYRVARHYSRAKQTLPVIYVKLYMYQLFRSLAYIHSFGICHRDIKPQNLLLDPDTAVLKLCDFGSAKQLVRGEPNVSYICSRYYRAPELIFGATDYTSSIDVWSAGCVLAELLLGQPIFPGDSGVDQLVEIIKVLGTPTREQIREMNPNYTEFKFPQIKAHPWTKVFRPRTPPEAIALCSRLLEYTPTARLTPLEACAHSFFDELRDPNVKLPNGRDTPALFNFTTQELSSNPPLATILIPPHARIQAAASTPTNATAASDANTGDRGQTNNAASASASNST
#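 Test system – GST-tagged human GSK3beta kinase, cell-free · Incubation – 60 min enzyme reaction, room temperature · Signal – ADP-Glo luminescence · Also added – peptide substrate and ATP at 25 µM · Controls – DMSO neutral wells and GW8510 at 20 µM as positive · Buffer or medium – Tris/MgCl2 kinase buffer · Measure – Luminescence-derived activity versus plate DMSO and GW8510 wells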
# IEC-6 tox = IEC-6 cytotoxicity, counter-screen for KLF5 inhibitors; hit rate 0.78% among 290,000; luminescence viability; inhibition, % at 5 µM; AID 1825; in the data active = inhibition above about 22%;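 also: 0% = plate median of test compound wells and 100% = cytotoxic reference compound wells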
# KLF5 inhibitor = inhibitors of KLF5 expression. DLD-1 KLF5 promoter-luciferase reporter, luminescence. AID 1700. inhibition, % at 5 µM. hit rate 0.23% among 290,000;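 active = inhibition above a per-plate limit of that plate's mean compound inhibition plus 3 SD, cut at about 60% in these data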;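 also: 0% = DMSO wells and 100% = LY294002 at 200 µM; higher means less KLF5 promoter-driven luciferase light; inactives centre near -14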
# The depositor's hits bear a star; ? = inconclusive; nt = no result given.
SMILES,GSK3A inh,HSF1 inhib,HSF1 activator,aSyn 5UTR inh,AI-2 QS mod,HSP90 inh,HIF act,GSK3beta inhib,IEC-6 tox,KLF5 inhibitor
CN(C1CCCC1)C1CCN(C(=S)Nc2cc(F)cc(F)c2)CC1,-1,1,-2,-10,33,4,?,0,6,-16
CCC(C)N(C(=O)Cn1nnc(-c2ccc(Cl)cc2)n1)C1CCS(=O)(=O)C1 (stereo unspecified),-1,0,17,17,-3,nt,-24,1,nt,nt
Cc1nc(NCCCn2ccnc2)c2ccccc2n1,4,-3,-9,3,21,14,-0.2,-2,4,-1
Cc1ccc2nc(N(CCCN(C)C)C(=O)c3ccc4ncsc4c3)sc2c1,2,-35,-37,-84,1,14,-0.5,-8,2,-116
CCc1ccc(OCC2c3cc(OC)c(OC)cc3CCN2C(C)=O)cc1 (stereo unspecified),-1,0,6,1,27,-2,-0.2,-9,9,-8
Nn1c(-c2ccccc2Cl)nnc1-c1ccccc1Cl,4,nt,nt,nt,nt,0,nt,nt,0,-7
O=C(NC1CCCC1)C1CCCN1C(=O)Nc1ccccc1Cl (stereo unspecified),1,0,5,-6,24,0,-0.9,-1,-3,-6
CCN1C(=O)[C@H]2[C@@H](c3ccc(C)cc3)N3C(=O)N(c4cccc(F)c4)C(=O)[C@@]3(Cc3ccc(Cl)cc3)[C@H]2C1=O,7,1,0,-33,8,nt,0.6,-14,nt,nt
Cc1cccc(Oc2cc([N+](=O)[O-])cc3c2C(=O)Nc2ccccc2O3)c1,-3,14,13,-68,16,2,1.3,-1,-2,-24
CCCCn1c(CN2CCN(C(=O)c3ccco3)CC2)nc2c1c(=O)n(C)c(=O)n2C,-1,-5,-16,-27,23,-2,-0.1,0,1,11
CCCCOc1ccc(S(=O)(=O)NNC(=O)C2Cc3c(ccc4ccccc34)O2)cc1 (stereo unspecified),-2,-1,-5,12,-8,1,-0.6,-1,-1,-35
COc1cccc(NC(=S)NCCC(c2ccccc2)c2ccccc2)c1,-3,13,33,-1,35,5,1.4,1,-1,-7
CCCCCC(=O)N/N=C/c1cc(Br)c(O)c(OC)c1,1,-26,-37,3,20,5,-0.4,2,9,-7
O=C(COC(=O)CNC(=O)c1ccco1)Nc1ccc(Cl)cn1,22,-7,-11,-21,23,3,-0.1,0,1,-13
COc1ccccc1C1NC(=O)NC(C)=C1C(=O)OC1CCCC(C)C1 (stereo unspecified),0,11,21,-1,9,1,-0.1,-1,-8,-16
Cc1ccn(CC(=O)O)c(=O)c1,0,2,-3,-4,12,-2,0.1,-3,-3,-7
O=C(N/N=C/c1cc(Br)ccc1O)c1ccncc1,8,1,-4,1,-94*,2,34*,1,22*,84*
CC1(c2ccccc2)NC(=O)N(CC(=O)NCCC2=CCCCC2)C1=O (stereo unspecified),0,2,1,8,-90*,1,-0.8,4,1,-41
Cc1ccc(C2=NS(=O)(=O)N(C)C(C(=O)Nc3cc(C)n(CC(=O)N4CCCCC4)n3)=C2)cc1,-5,-1,-4,4,26,-5,-1.0,9,-4,-21
CC(=O)CSc1nnc(CN2C(=O)CSc3ccc(C(F)(F)F)cc32)n1C,-3,-5,6,2,16,2,-0.3,1,4,-8
CSc1nc2nc(-c3cccc(C(F)(F)F)c3)ccn2n1,-3,0,-5,19,13,-2,0.0,0,-4,-8
O=C(CCn1c(=S)[nH]c2ccccc2c1=O)N1CCCCC1,0,4,20,0,39,-1,0.0,1,12,-45
CC(=O)N(Cc1cc(=O)[nH]c2ccccc12)c1ccccc1C,-1,4,-12,8,9,0,-0.5,0,2,-28
CC(C)(C)c1ccccc1OCC(O)CN1CCN(c2ccccn2)CC1 (stereo unspecified),0,2,-1,-1,17,3,1.1,0,-2,-28
CCc1nc2c(c(SC)nn2-c2ccccc2)c(N)c1C(=O)OC,-2,-13,-16,23,17,1,-0.2,2,4,2
CC(C)NC(=O)CC(=O)N/N=C/c1ccc(F)cc1,-1,-3,0,-22,3,-2,-0.1,4,0,-2
O=C(Oc1coc(CSc2nnc(NC(=O)C3CC3)s2)cc1=O)c1ccccc1,-1,-16,-12,-7,18,6,0.2,-10,-1,-1
COc1cc(/C=C/C(=O)O)cc(S(=O)(=O)Nc2ccc3c(c2)CCC3)c1OC,-3,-1,-8,0,3,-6,-0.4,-1,0,-16
Cc1ccc2nc(SCC(=O)Nc3ccc(Cl)cc3)nc(=O)n2c1,-2,4,3,-24,28,nt,0.6,2,nt,nt
CN(Cc1nc(-c2ccc(C(F)(F)F)cc2)no1)C1CCOCC1,-6,-2,-4,11,9,2,-0.2,2,-2,-11
CCCn1nnc(NC(=O)COc2ccc(CC)cc2)n1,-2,-3,-1,-25,-33,-2,-6.9,1,1,16
O=C(Cc1n[nH]c(=O)c2ccccc12)Nc1ccc(-c2nnc3n2CCCCC3)cc1,-1,-5,3,-7,25,-5,0.1,2,-7,-18
CC(=O)N/C(N)=N/c1nc(=O)c2ccccc2s1,-3,2,20,-99,7,-1,3.2,1,-5,-112
O=C1[C@H]2[C@@H](/C=C/c3ccccc3)N3C(=O)CN(CC4CC4)C(=O)[C@@]3(Cc3ccccc3)[C@H]2C(=O)N1c1ccccc1,-1,-3,-9,27,22,-2,0.3,-1,-6,-6
O=C1C2CC=CCC2C(=O)N1CNc1ccccc1 (stereo unspecified),-2,4,1,-16,-3,-3,-0.1,-1,0,9
COc1ccc(CC(=O)N2CCNC2=O)cc1,-2,5,35,3,18,5,0.1,2,9,10
COc1ccccc1N1CCN(C2CCCN(C(=O)c3csc(C)n3)C2)CC1 (stereo unspecified),nt,-6,-13,7,27,-8,-0.9,1,-3,-29
Cc1nc(SCC(=O)NC(C)(C)C)c2c(-c3cccs3)csc2n1,-1,-9,5,14,7,6,0.1,0,8,4
COc1ccc([N+](=O)[O-])cc1NC(=O)C(C)OC(=O)C1CCC1 (stereo unspecified),-2,-6,17,-9,2,nt,0.1,0,nt,nt
CCCCCC(O)(c1ccc(OCC)cc1)C(CN1CCOCC1)c1ccccc1 (stereo unspecified),-2,0,22,41,6,2,0.9,1,-2,26
CC(C)CCNC(=O)COc1ccc(N(C)S(=O)(=O)c2ccc(F)cc2)cc1,0,-2,5,-4,30,-2,0.4,-1,0,-39
O=C(COc1ccc2ccc(=O)oc2c1)N1CCc2ccccc21,1,23,35,-58,6,1,3.3,0,-8,-20
Cc1cc(C)c(S(C)(=O)=O)c(Oc2cccc(Cl)c2)n1,-2,1,-11,4,-2,2,-0.5,2,7,13
O=C(NCCc1ccc(F)cc1)c1ccc([N+](=O)[O-])cc1,-1,22,42,-78,19,-1,2.5,-6,0,-87
O=C(CN1C(=O)c2ccc([N+](=O)[O-])cc2C1=O)NC1CCCCCC1,0,-3,-14,-3,38,nt,-0.6,-1,nt,nt

# Three records picked at random from those above:
SMILES,GSK3A inh,HSF1 inhib,HSF1 activator,aSyn 5UTR inh,AI-2 QS mod,HSP90 inh,HIF act,GSK3beta inhib,IEC-6 tox,KLF5 inhibitor
Cc1cc(C)c(S(C)(=O)=O)c(Oc2cccc(Cl)c2)n1,-2,1,-11,4,-2,2,-0.5,2,7,13
O=C(Cc1n[nH]c(=O)c2ccccc12)Nc1ccc(-c2nnc3n2CCCCC3)cc1,-1,-5,3,-7,25,-5,0.1,2,-7,-18
O=C(CN1C(=O)c2ccc([N+](=O)[O-])cc2C1=O)NC1CCCCCC1,0,-3,-14,-3,38,nt,-0.6,-1,nt,nt

# Continuation:
SMILES,GSK3A inh,HSF1 inhib,HSF1 activator,aSyn 5UTR inh,AI-2 QS mod,HSP90 inh,HIF act,GSK3beta inhib,IEC-6 tox,KLF5 inhibitor
O=S(=O)(O)c1cccc(N=Nc2c(O)ccc3ccccc23)c1,46,1,-20,4,1,33*,-0.3,-1,1,0
CN(Cc1cnccn1)C(=O)CC1C(=O)NCCN1CC(c1ccccc1)c1ccccc1 (stereo unspecified),-2,-27,-41,19,25,1,-0.1,1,0,13
O=C(COC(=O)/C=C/c1ccc(Cl)cc1Cl)Nc1ccc2c(c1)OCCO2,nt,2,19,19,5,1,0.2,-2,2,3
Cc1ccc(-c2nc3ccccc3o2)cc1NC(=S)NC(=O)c1cc2ccccc2o1,-2,14,8,-111,9,-4,1.5,-1,2,-18
O=C(CCCCCNC(=O)c1ccccc1)N/N=C/c1ccccc1O,-1,-5,-4,-23,4,-3,1.1,0,-11,-13
Cc1nc(SCC(=O)Nc2ccc3c(c2)OCCO3)c2oc3ccccc3c2n1,-2,-5,0,8,-12,2,0.2,1,2,-36
Cn1c(=O)nc2n(Cc3ccccc3)c3ccccc3cc-2c1=O,2,nt,nt,19,8,3,nt,-1,0,-20
Cc1ccc(NS(=O)(=O)c2cccc3cccnc23)cc1Cl,-1,1,-5,2,14,1,0.8,1,6,-16
COc1ccc(CC2(CO)CCN(C(C)Cc3ccc(Cl)cc3)CC2)cc1 (stereo unspecified),0,0,-22,-34,12,-1,-1.4,-5,6,-9
CC(C)c1c(C(=O)N/N=C/c2ccco2)nnn1-c1nonc1N,2,-8,4,12,25,6,-0.6,0,3,-9
COc1ccccc1NC(=S)NC1CCCCCC1,1,-9,-7,-11,24,4,0.0,0,12,5
O=C(/C=C/c1cccs1)N1CCC2(CC1)Oc1ccc(Cl)cc1C(=O)C21CC(c2cccnc2)=NO1 (stereo unspecified),-2,-4,1,4,3,nt,-0.4,1,nt,nt
CCn1c(SCC(=O)c2ccc(F)cc2)nnc1-c1ccoc1C,0,13,33,-52,-6,4,1.6,2,4,-16

# Sorted by molecular weight (highest first): some entries from above
SMILES,GSK3A inh,HSF1 inhib,HSF1 activator,aSyn 5UTR inh,AI-2 QS mod,HSP90 inh,HIF act,GSK3beta inhib,IEC-6 tox,KLF5 inhibitor
CCN1C(=O)[C@H]2[C@@H](c3ccc(C)cc3)N3C(=O)N(c4cccc(F)c4)C(=O)[C@@]3(Cc3ccc(Cl)cc3)[C@H]2C1=O,7,1,0,-33,8,nt,0.6,-14,nt,nt
O=C(COC(=O)/C=C/c1ccc(Cl)cc1Cl)Nc1ccc2c(c1)OCCO2,nt,2,19,19,5,1,0.2,-2,2,3
CC(C)c1c(C(=O)N/N=C/c2ccco2)nnn1-c1nonc1N,2,-8,4,12,25,6,-0.6,0,3,-9
CC(=O)N(Cc1cc(=O)[nH]c2ccccc12)c1ccccc1C,-1,4,-12,8,9,0,-0.5,0,2,-28
O=C(NCCc1ccc(F)cc1)c1ccc([N+](=O)[O-])cc1,-1,22,42,-78,19,-1,2.5,-6,0,-87
O=C1C2CC=CCC2C(=O)N1CNc1ccccc1 (stereo unspecified),-2,4,1,-16,-3,-3,-0.1,-1,0,9

# The order is random; 4.7% or so of the library scored in one or more.
